# TNAP act DEA – human TNAP enzyme activators, primary screen, biochemical, luminescent, intermediate phosphate acceptor level. activation factor at 20 µM. 64,000 tested, under 10 active. purified TNAP, CDP-star luminescence, 100 mM DEA, 30 min; stronger effect = higher value; scale: 0 levamisole-inhibited, 1 vehicle-only enzyme. Alkaline phosphatase, tissue-nonspecific isozyme (Homo sapiens), P05186;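 active = activation factor of at least 2 at 20 µM, relative to controls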
# NADH coupling – inhibitors of PK/LDH coupling enzymes, profiling panel, artefact control, biochemical, MLSMR library; coupled PK/LDH NADH assays, four targets; IC50, µM (top dose mostly 10 µM), without a hit: at the top dose inhibition; 0.02% of 65,000 active; AID 774, 2007;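 active = single-dose screening hits from any of four coupled enzyme assays that gave an IC50 when retested across doses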;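 also: the DPM-DC format reads NADH fluorescence rather than 340 nm absorbance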
# D1 allo mod – D1 CRE-luciferase signal change, two-sided – cell-based, HEK293 D1, dopamine EC30, D1 allosteric modulator project, primary screen. B-score at 10 µM. 5.9% of 58,000 active. AID 641, 2007. dopamine EC30 potentiation; actives deviate in either direction. D(1A) dopamine receptor (Homo sapiens), P21728;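 active = luminescence count or its row- and column-corrected plate score outside the 99.7% band of the plate's sample wells, on either side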
# Target sequence (P21728 whole entry, looked up): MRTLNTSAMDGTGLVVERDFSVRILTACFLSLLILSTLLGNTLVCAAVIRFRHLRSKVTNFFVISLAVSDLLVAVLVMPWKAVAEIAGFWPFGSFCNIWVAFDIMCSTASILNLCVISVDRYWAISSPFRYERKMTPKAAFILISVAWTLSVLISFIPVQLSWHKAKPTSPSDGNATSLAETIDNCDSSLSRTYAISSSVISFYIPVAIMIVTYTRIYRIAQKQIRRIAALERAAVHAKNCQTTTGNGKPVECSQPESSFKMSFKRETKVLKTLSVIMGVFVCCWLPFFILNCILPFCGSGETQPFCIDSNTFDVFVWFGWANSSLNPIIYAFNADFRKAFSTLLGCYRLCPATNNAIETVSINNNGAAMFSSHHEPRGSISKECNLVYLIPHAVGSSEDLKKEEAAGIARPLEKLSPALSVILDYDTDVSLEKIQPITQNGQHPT
# HEK293 NFkB inh – inhibitors of PMA/ionomycin-induced NF-kB reporter, primary screen, antigen receptor NF-kB inhibitor project, cell-based, HEK-293 luciferase reporter, luminescence. 0.21% of 62,000 active. AID 465, 2006. inhibition, % at 3 µM. HEK-293 NF-kB luciferase reporter;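 active = inhibition above the mean of all tested compounds plus 3 SD, cut at about 40% in these data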;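 also: 0% = stimulated DMSO wells and 100% = 10 µM reference inhibitor 5653914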
#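 System: NF-kB luciferase reporter HEK-293 cells | Replication: Single test | Control set: DMSO vs reference inhibitor | Evaluation: % inhibition | Schedule: 1 h pretreatment, 16 h stimulation, 37 °C | Probe or stimulus: PMA with ionomycin | Compound dosing: One dose, 3 µM | Detection: Luciferase luminescence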
# M1 antag – antagonists of rat M1 muscarinic receptor. B-score at 10 µM. CHO-M1 cells, Fluo-4 calcium, ACh EC80 antagonist mode; stronger effect = lower value. Muscarinic acetylcholine receptor M1 (Rattus norvegicus), P08482. 3.4% of 64,000 active;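 active = calcium fluorescence response, raw or row-and-column corrected B-score, differing from the plate sample mean either way at a set confidence level, mostly lower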
# M1 agonist – M1 muscarinic receptor agonists, primary screen, CHO-M1 cells, Fluo-4 calcium, agonist mode | AID 626, 2007 | Muscarinic acetylcholine receptor M1 | B-score at 10 µM | 3% of 64,000 active | Fluo-4 calcium fluorescence; stronger effect = higher value;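 active = fluorescence rise, raw or as B-score row- and column-corrected plate score, outside the 99.7% band of its plate's samples, either direction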
# Jurkat viability – cytotoxicity toward Jurkat T cells, primary screen, cytotoxicity control, cell-based, Jurkat E6.1, 60K MLSMR library | 1.2% of 56,000 active | inhibition, % at 4 µM | Jurkat E6.1 viability, ATP luminescence, 48 h | AID 463, 2006;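 active = inhibition above the mean inhibition of all tested compounds plus 3 SD, cut at about 28% in these data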
# Ecoli tolC – growth inhibitors of E. coli tolC mutant, primary screen, strain BW25113 ΔtolC::kan, 384-well; OD615; growth inhibition, % at 10 µM (by protocol); 2.2% of 65,000 active; AID 573, 2007;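 active = growth inhibition at or above a cutoff equal to the mean over every tested compound plus 3 SD, cut at about 60% in these data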;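 also: growth measured after 20 h incubation at 37 °C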
#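 Test system: E. coli BW25113 ΔtolC::kan bacteria | Medium: Kanamycin-containing LB broth (50 µg/mL) | Dosing: One dose of 10 µM final | Times: 20 h incubation with compound, 37 °C | Detection: Optical density read at 615 nm | Read-out basis: Percent growth inhibition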
# SF1 activator – activators of human SF-1, primary screen, cell-based, CHO-K1, Gal4-SF-1 LBD, luciferase luminescence; 1.9% of 65,000 active; activation, % at 10 µM; CHO-K1 Gal4-SF-1 LBD luciferase reporter; % increase over DMSO SF-1-specific signal;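 active = activation above the mean activation of all tested compounds plus 3 SD, cut at about 50% in these data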
# Target sequence (Q13285 whole entry, looked up, the tested form may be a part): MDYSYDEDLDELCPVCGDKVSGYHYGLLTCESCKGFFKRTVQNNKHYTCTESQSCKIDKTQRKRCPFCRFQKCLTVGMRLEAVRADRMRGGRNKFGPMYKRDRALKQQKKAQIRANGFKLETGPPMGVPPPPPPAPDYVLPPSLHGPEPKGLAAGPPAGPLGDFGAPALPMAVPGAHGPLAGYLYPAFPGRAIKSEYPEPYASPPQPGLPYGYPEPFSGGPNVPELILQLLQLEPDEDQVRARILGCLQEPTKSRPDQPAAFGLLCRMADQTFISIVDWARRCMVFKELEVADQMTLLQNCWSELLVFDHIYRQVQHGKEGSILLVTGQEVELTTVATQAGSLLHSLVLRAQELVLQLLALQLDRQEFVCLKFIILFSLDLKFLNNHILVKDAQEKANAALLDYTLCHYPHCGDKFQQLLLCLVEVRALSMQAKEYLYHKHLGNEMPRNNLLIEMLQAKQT
#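 Assay system: CHO-K1 cells co-transfected with Gal4 DBD–human SF-1 LBD, 5xGal4 luciferase reporter; doses: 10 µM only; incubation: 20 h compound exposure at 37 °C after 1 h cell settling; signal: luciferase light emission; evaluation: percent activation versus DMSO; repeats: one test per compound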
# Starred values were filed as active, the others as inactive; nt = no result given; [ ] = another dose, or the depositor's remark.
# Each structure is followed by: TNAP act DEA	NADH coupling	D1 allo mod	HEK293 NFkB inh	M1 antag	M1 agonist	Jurkat viability	Ecoli tolC	SF1 activator
CCNc1ccc(C(=O)OCC)cc1NC(=O)c1cccc(S(=O)(=O)N2CCOCC2)c1
 : 0.9	4%	0.039	20	1.6	0.089	2	9	-2
N#Cc1nc(-c2ccc(F)cc2)oc1NCCN1CCOCC1
 : 0.9	6%[fluoresces]	0.12	10	-0.025	-0.79	3	-12	3
CC(C)OP(C)(=O)CN1CCN(CP(C)(=O)OC(C)C)CC1 (configuration not stated)
 : 1	3%	nt	-1	-0.68	-0.35	5	-12	4
CC(=O)N=c1sc(S(N)(=O)=O)nn1C
 : 0.9	3%	-0.078	nt	-0.04	-0.16	nt	9	-1
COc1ccccc1NC1C=CS(=O)(=O)C1 (configuration not stated)
 : 1	11%	-0.46	18	-0.053	0.15	1	15	-15
O=S1(=O)N=C2CCCCCN2C(c2ccncc2)N1 (configuration not stated)
 : 1	4%	-0.24	-4	0.076	0.22	2	-8	-12
COc1ccc(-c2nc(-c3ccccc3OC)no2)cc1OC
 : 0.9	6%	-0.042	1	-1.3	1.4	1	22	44
CCOC(=O)C1=C(O)CSC1=Nc1ccccc1
 : 1	0%	0.0081	9	0.73	0.49	-7	-8	-3
Cc1[nH]n2c(=O)cc(C(C)(C)C)nc2c1-c1ccccc1
 : 2*	16%	-0.26	12	-0.2	0.95	8	100*	-5
CCCS(=O)(=O)N1CCN(C(=O)CCC2CCCC2)CC1
 : 0.8	3%	0.31	3	-0.065	0.018	4	-7	-6
Cc1cc2oc(=O)cc(CN3CCN(S(=O)(=O)c4ccc5c(c4)OCCO5)CC3)c2cc1C
 : 0.9	1%	nt	20	0.25	0.66	-1	23	-2
CC(=O)NC(=O)NC1OC(=O)C(Cl)=C1Cl (configuration not stated)
 : 0.9	2%	0.53	12	0.47	-1.5	10	-15	-11
O=C1c2ccccc2C2(c3ccccc3)NCCN12 (configuration not stated)
 : 1	4%	nt	11	0.69	0.63	-2	-8	-9
CCCOC(=O)c1cc(=O)[nH]c2ccccc12
 : nt	6%	1.9	11	0.96	0.87	nt	7	0
CCOC(=O)N1CCN(Cc2oc(CO)cc(=O)c2O)CC1
 : 1	6%	nt	1	-0.26	0.26	-5	-19	1
c1csc(CNc2ncnc3sccc23)c1
 : 1	2%	-0.21	24	nt	nt	nt	2	-51
O=C1CCCN1c1ccc(S(=O)(=O)N2CCC(c3ccccc3)CC2)cc1
 : 1.1	3%	-0.26	24	-0.75	-1.2	20	-5	-7
O=C(Nc1nc(-c2cccs2)cs1)c1ccc(S(=O)(=O)N2CCCC2)cc1
 : 0.9	4%	-2.7	22	-1.8	0.31	21	34	-2
C=CCOC(=O)CCC(=O)Nc1cccc2ccccc12
 : 1.1	4%	-0.29	8	nt	nt	15	-6	-9
COc1cc(NC(=O)Cc2ccccc2OC)cc(OC)c1
 : 1	2%	-0.78	-3	0.08	-0.43	-2	-13	-7
CCOc1cc2[nH]c(=O)n(CCCN3CCCC3=O)c(=O)c2cc1OCC
 : 0.9	8%	2.7*	7	0.75	-0.11	-5	-22	-8
CC(C)CNC(=O)C1C2C=CC(C2)C1C(=O)O (configuration not stated)
 : 0.9	3%	-2.8	22	-0.25	0.17	5	-26	16
COCCN1C(=O)c2oc3ccccc3c(=O)c2C1c1ccc(O)c(OC)c1 (configuration not stated)
 : 0.9	9%	1.5	5	0.0031	0.35	-8	-8	-30
COc1ccc(S(=O)(=O)N2CCN(c3ccccn3)CC2)cc1OC
 : 1	2%	5.3*	21	0.1	-0.17	-3	3	7
CC(=O)N1C(=O)c2cccc3cccc(c23)C(=O)N1C(C)=O
 : 0.9	7%	-0.088	18	-0.3	0.37	nt	2	-10
O=C(c1cc(-c2cccc(O)c2)on1)N1CCCCC1
 : 0.9	13%	-4.8*	1	-0.86	0.23	-1	1	13
COc1cc(C)c(Cl)cc1S(=O)(=O)N(C)C
 : 0.9	8%	nt	8	0.14	0.92	-10	0	2
Cc1c(C(=O)NCc2ccc3c(c2)OCO3)sc2nc(-c3ccccc3)cn12
 : 0.9	18%	-0.43	28	0.88	0.53	-5	8	11
CCOc1cc2[nH]c(=O)n(Cc3cccc(OC)c3)c(=O)c2cc1OCC
 : 1	4%	17*	6	0.037	-0.069	6	4	23
CC1(C)C(c2cccs2)=[N+]([O-])C2(CCCCC/C2=N\O)N1O (configuration not stated)
 : 0.8	4%	nt	13	-0.0055	0.0009	-10	-17	-12

# Entries listed so far containing two or more sulfur atoms:
# Each structure is followed by: TNAP act DEA	NADH coupling	D1 allo mod	HEK293 NFkB inh	M1 antag	M1 agonist	Jurkat viability	Ecoli tolC	SF1 activator
CC(=O)N=c1sc(S(N)(=O)=O)nn1C
 : 0.9	3%	-0.078	nt	-0.04	-0.16	nt	9	-1
c1csc(CNc2ncnc3sccc23)c1
 : 1	2%	-0.21	24	nt	nt	nt	2	-51
O=C(Nc1nc(-c2cccs2)cs1)c1ccc(S(=O)(=O)N2CCCC2)cc1
 : 0.9	4%	-2.7	22	-1.8	0.31	21	34	-2

# (next part)
# Each structure is followed by: TNAP act DEA	NADH coupling	D1 allo mod	HEK293 NFkB inh	M1 antag	M1 agonist	Jurkat viability	Ecoli tolC	SF1 activator
OC1CN=C2C=CC=CN2C1 (configuration not stated)
 : 0.9	13%	-0.014	6	0.42	-0.0058	-3	-9	-4
CCOC(=O)N1CCN(C(=O)c2ccc(N3CCCC3=O)cc2)CC1
 : 0.9	6%	nt	20	-0.15	0.22	-4	-22	-7
Cc1ccc(C(=O)CC2(O)C(=O)N(Cc3ccccc3)c3ccccc32)o1 (configuration not stated)
 : 0.9	6%	0.59	14	-0.35	0.71	-5	13	-1
O=C(Cc1c[nH]c2ccccc12)Nc1nc2ccccc2[nH]1
 : 1	9%	-1.3	0	0.31	0.94	-8	17	20
CCOC(=O)N1CCN(C(=O)c2ccc3nc4ccsc4c(=O)n3c2)CC1
 : 0.8	2%[fluoresces]	2.2	7	-0.077	-1.1	-2	-11	7
N=c1n(Cc2ccccc2)c2ccccc2n1CC(O)c1ccco1 (configuration not stated)
 : 0.9	6%	-2.3	7	-0.00045	0.002	-3	-3	4
CCOC(=O)CN1C(=O)C(C)(C)Oc2ccc(C(=O)Nc3ccccc3)cc21
 : 1	7%	0.51	-3	0.41	0.89	4	2	-3
Cc1cc(NC(=O)CSc2nc3cc4c(cc3c(=O)n2CCc2ccccc2)OCO4)no1
 : 0.9	7%	-1.5	3	-0.29	-0.58	nt	-6	4
COc1cc(NC(=O)c2ccco2)c(OC)cc1NC(=O)Nc1ccc(Cl)cc1
 : 0.9	9%	-1.9	13	-0.13	-1.1	-4	-2	-13
O=C(OCc1ccccc1Cl)c1ccc(-n2cnnc2)cc1
 : 1	2%	0.36	4	1.3	1.9	-2	-4	-9
COCCN1Cc2cccc(C(=O)Nc3ccc(S(=O)(=O)N4CCCCC4)cc3)c2C1=O
 : 0.9	8%	6.8*	7	nt	nt	-1	-27	4
Cn1c(N)c(C(=O)COC(=O)Cn2cc(C(F)(F)F)ccc2=O)c(=O)n(C)c1=O
 : 1	4%	nt	18	0.33	1	2	-8	7
COc1cc(-c2nc(-c3cccc(C)c3)no2)cc(OC)c1OC
 : 0.9	3%	nt	12	nt	nt	3	67*	12
CCOCCCNc1nc(=S)[nH]c2cc(OC)c(OC)cc12
 : 1	7%	-0.69	12	-2.9*	-0.34	2	-5	-2
O=c1c2c(nc3c(-c4cccc(Br)c4)c[nH]n13)CCCC2
 : 1	7%	-1.1	13	nt	nt	0	53	-20
O=C1c2ccccc2C(=O)N1c1ncccn1
 : 0.9	5%	nt	nt	-0.0071	-0.88	nt	4	-2
Cc1cccc(-c2c3c(=O)n(C)c(=O)n(C)c3cn2C(C)C)c1
 : 0.9	0%	14*	16	0.38	2.8*	1	3	1
O=C(O)CCC(=O)N1CCc2cc(S(=O)(=O)N3CCN(c4ccc(F)cc4)CC3)ccc21
 : 1	0%	nt	16	-0.16	-1	0	20	15
O=C(c1ccc2c(c1)OCCO2)C1CCN(S(=O)(=O)c2ccccc2F)CC1
 : 0.9	4%	0.56	10	0.0095	-0.24	-4	13	-10
CCOC(=O)N1CCC(NC(=O)c2ccc3c(=O)n4c(nc3c2)CCCC4)CC1
 : 1	8%	0.012	19	-0.37	-0.42	9	-15	12
Cn1cc(Cl)c(C(=O)Nc2cccc(Cl)c2Cl)n1
 : 1	1%	0.52	-3	1	0.29	1	-13	5
COc1cc(C2NC(=O)NC(C)=C2C(=O)OCC2CCCO2)ccc1O (configuration not stated)
 : 0.8	0%	-1.5	6	-0.15	-0.75	-2	-9	0
COc1ccc(NC(=O)c2c(-c3ccccc3)noc2C)c(OC)c1
 : 0.9	6%	0.078	nt	nt	nt	nt	3	nt
CN(Cc1ccc(OC(F)F)cc1)C(=O)c1ccc2nccnc2c1
 : 1	5%	0.64	21	0.66	-0.0051	9	-6	-3
Cc1nn(-c2ccccc2)c2sc(C(=O)NC3CCCCC3)cc12
 : 0.9	3%	0.8	5	1.1	-0.093	2	6	0
O=C1CCCc2c1[nH]c1ccc(Br)cc21
 : 0.9	0%	0.38	8	nt	nt	4	8	4
O=C(Cc1ccccc1)NCCn1ccc2ccccc21
 : 0.9	6%	0.62	5	-0.041	1	-7	-2	24

# Records above that bear a hit mark in D1 allo mod.
smiles	TNAP act DEA	NADH coupling	D1 allo mod	HEK293 NFkB inh	M1 antag	M1 agonist	SF1 activator
CCOc1cc2[nH]c(=O)n(CCCN3CCCC3=O)c(=O)c2cc1OCC	0.9	8%	2.7*	7	0.75	-0.11	-8
COc1ccc(S(=O)(=O)N2CCN(c3ccccn3)CC2)cc1OC	1	2%	5.3*	21	0.1	-0.17	7
O=C(c1cc(-c2cccc(O)c2)on1)N1CCCCC1	0.9	13%	-4.8*	1	-0.86	0.23	13
CCOc1cc2[nH]c(=O)n(Cc3cccc(OC)c3)c(=O)c2cc1OCC	1	4%	17*	6	0.037	-0.069	23
COCCN1Cc2cccc(C(=O)Nc3ccc(S(=O)(=O)N4CCCCC4)cc3)c2C1=O	0.9	8%	6.8*	7	nt	nt	4
Cc1cccc(-c2c3c(=O)n(C)c(=O)n(C)c3cn2C(C)C)c1	0.9	0%	14*	16	0.38	2.8*	1

# High-throughput results deposited in PubChem by several laboratories.
